Mac1 fbg inh: inhibitors of human CD11b/CD18 binding to fibrinogen. P05107+P11215. 93,000 compounds, 0.54% hits. inhibition, % at 10 µM. K562 CD11b/CD18 adhesion to fibrinogen, ATPlite luminescence; Mn2+ added to activate the integrin;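 active means primary inhibition of 50% or more at 10 µM, then 40% or more on retest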; further: some results filed as inactive read as strong as hits
PLK1 kinase inh: PLK1 (human) kinase inhibition | P53350 | AID 619 | 97,000 compounds, 0.53% hits | recombinant PLK1 kinase, TR-FRET peptide phosphorylation | inhibition, % at 10 µM;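 active means inhibition of 50% or more in the single-concentration screen; inactive means inhibition below 50%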;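 further: 0% = DMSO max control and 100% = H-89 dihydrochloride min control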
Mac1 fbg enh: enhancers of human CD11b/CD18 binding to fibrinogen; 93,000 compounds, 0.07% hits; K562 CD11b/CD18 adhesion to fibrinogen, ATPlite luminescence; activation, % at 10 µM;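 active means 10 µM primary screen giving 50% or more activity, confirmed by 40% or more on retest at that dose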; further: strong numbers were not always called active
ERa coact pot: ER-alpha (human) coactivator binding potentiation; P03372; TR-FRET ERalpha-LBD/SRC-Cy5 coactivator binding, 2 h; 100 = basal binding, no effect; coactivator binding (% of control), % at 25.6 µM; 86,000 compounds, 1.3% hits; AID 639; in the data active means activity above about 200%;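 further: binding measured in presence of low estradiol as agonist stimulus; 0% = peptide alone without receptor and 100% = receptor with peptide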
ERb coact inh: ER-beta (human) coactivator binding inhibition. TR-FRET ER-beta LBD / SRC1-Cy5 peptide binding; receptor agonist-loaded with 1 µM estradiol. inhibition, % at 25.6 µM. 86,000 compounds, 1.3% hits;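 active means compounds whose percent inhibition of the receptor-coactivator binding signal exceeds about 50% in the single-dose screen, limit read from the data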;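 further: 0% = receptor plus peptide wells without compound and 100% = peptide-only wells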
HIV Rev-RRE inh: inhibitors of HIV-1 Rev-RRE RNA interaction. inhibition, % at 8 µM. AID 704. 97,000 compounds, 0.79% hits. P05866. Rev peptide-RRE RNA binding, FRET;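 active means inhibition above the screen-wide mean plus 3 SD, cut at about 35% in these data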;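 further: 0% = median DMSO wells and 100% = median Neomycin B control wells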
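Material: labelled RRE RNA duplex and labelled Rev peptide / Buffer or medium: HEPES pH 7.5 salt buffer with EDTA / Compound dosing: single point, 8 µM final nominal compound concentration / Benchmarks: DMSO low control, neomycin B high control / Timing: 5 min preincubation and 15 min binding, 25 °C / Technique: FRET fluorescence readout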
Plk1 PBD FP: inhibitors of human Plk1 polo box domain binding. P53350. Plk1 PBD phosphopeptide binding, fluorescence polarization. inhibition, %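 (tested at about 20 µM)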. 97,000 compounds, 0.13% hits; in the data active means inhibition above about 34%, passing the limit was not always enough
FAK blocker: blocks human focal adhesion kinase activity | biochemical FAK kinase activity assay | inhibition, %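 (tested at 7 µM)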 | 97,000 compounds, 0.84% hits | AID 727; in the data active means inhibition above about 19%;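 further: 0% = DMSO and 100% = reference compound high control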
Target sequence (Q05397 whole entry, looked up): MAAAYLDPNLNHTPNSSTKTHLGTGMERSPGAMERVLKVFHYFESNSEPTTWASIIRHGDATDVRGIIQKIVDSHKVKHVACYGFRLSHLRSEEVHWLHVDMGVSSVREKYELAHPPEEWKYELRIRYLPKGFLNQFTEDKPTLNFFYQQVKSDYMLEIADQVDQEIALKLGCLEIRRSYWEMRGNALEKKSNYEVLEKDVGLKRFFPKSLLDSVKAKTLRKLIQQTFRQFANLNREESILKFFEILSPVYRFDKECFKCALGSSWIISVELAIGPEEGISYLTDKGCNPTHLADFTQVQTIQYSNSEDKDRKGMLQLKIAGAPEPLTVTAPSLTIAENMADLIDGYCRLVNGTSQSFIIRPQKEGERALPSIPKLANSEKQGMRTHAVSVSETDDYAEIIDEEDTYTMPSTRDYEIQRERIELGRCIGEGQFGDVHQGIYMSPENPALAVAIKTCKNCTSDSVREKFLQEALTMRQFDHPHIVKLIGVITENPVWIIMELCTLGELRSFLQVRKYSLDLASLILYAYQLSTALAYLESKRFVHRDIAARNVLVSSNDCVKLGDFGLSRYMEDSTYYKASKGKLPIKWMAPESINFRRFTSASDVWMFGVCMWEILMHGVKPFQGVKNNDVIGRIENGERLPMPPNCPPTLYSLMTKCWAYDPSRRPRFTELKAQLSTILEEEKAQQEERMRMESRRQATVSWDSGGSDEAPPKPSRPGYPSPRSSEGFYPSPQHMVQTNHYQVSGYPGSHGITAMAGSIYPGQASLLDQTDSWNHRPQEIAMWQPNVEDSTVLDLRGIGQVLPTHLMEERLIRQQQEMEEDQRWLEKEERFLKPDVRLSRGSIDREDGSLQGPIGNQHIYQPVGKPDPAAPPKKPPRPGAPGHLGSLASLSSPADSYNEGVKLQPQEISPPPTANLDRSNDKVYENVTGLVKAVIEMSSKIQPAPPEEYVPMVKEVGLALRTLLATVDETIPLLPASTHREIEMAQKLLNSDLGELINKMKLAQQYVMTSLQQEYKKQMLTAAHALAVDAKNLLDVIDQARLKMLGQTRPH
ERa SRC1 inh: ER-alpha (human) coactivator binding inhibition. P03372. TR-FRET ER-alpha LBD / SRC-1 peptide, estradiol-bound. inhibition, % at 25.6 µM. 86,000 compounds, 1.7% hits; in the data active means inhibition above about 50%;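 further: 0% = receptor plus peptide control and 100% = peptide only without receptor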
* = called active by the depositor; [ ] = remark or other dose.

Cc1[nH]c(C)c(C(=O)O)c1CNC1CCCCC1C (stereo not drawn) was read as Mac1 fbg inh -9, Mac1 fbg enh -6, ERa coact pot 122, ERb coact inh -4 and ERa SRC1 inh -5.
Cc1ccc(-c2nc3cnccn3c2Nc2ccc3c(c2)OCCO3)o1 was read as Mac1 fbg inh 8, Mac1 fbg enh 9, ERa coact pot 85[fluorescence artefact?], ERb coact inh 6 and ERa SRC1 inh -9[fluorescence artefact?].
Screening O=C(CSc1cn(CCNC(=O)c2cccs2)c2ccccc12)NCc1ccccc1 returned Mac1 fbg inh 51, PLK1 kinase inh -5, Mac1 fbg enh -10, ERa coact pot 101, ERb coact inh 3, HIV Rev-RRE inh 6, Plk1 PBD FP 7, FAK blocker 1 and ERa SRC1 inh -7.
Screening COc1cccc(NC(=O)CSc2nnc(CNC(=O)c3ccccc3)n2C)c1 returned Mac1 fbg inh 0, PLK1 kinase inh -15, Mac1 fbg enh -4, ERa coact pot 130, ERb coact inh -14[fluorescence artefact?], HIV Rev-RRE inh 4, Plk1 PBD FP -10, FAK blocker -2 and ERa SRC1 inh -11.
For O=C(C1CCCN(S(=O)(=O)c2cccnc2)C1)N1CCn2c1nc1ccccc12 (stereo not drawn) the results were Mac1 fbg inh 19, PLK1 kinase inh -14, Mac1 fbg enh -2, ERa coact pot 107[fluorescence artefact?], ERb coact inh -6, HIV Rev-RRE inh 1, Plk1 PBD FP -14, FAK blocker 4 and ERa SRC1 inh -9.
`COc1ccc(CSC2=NCCN2)cc1Cl` gave Mac1 fbg inh 1, PLK1 kinase inh -11, Mac1 fbg enh -5, ERa coact pot 106, ERb coact inh 16, HIV Rev-RRE inh 3, Plk1 PBD FP -24, FAK blocker -2 and ERa SRC1 inh -3.
Screening N=c1sccn1CC(=O)Nc1ccccc1-c1ccccc1 returned Mac1 fbg inh -10, Mac1 fbg enh -2, ERa coact pot 119, ERb coact inh -3 and ERa SRC1 inh 5.
For O=C(Nc1ccc(N2CCN(C(=O)c3ccccc3)CC2)cc1)c1ccc2c(c1)OCO2 the results were Mac1 fbg inh -8, PLK1 kinase inh -12, Mac1 fbg enh 3, ERa coact pot 102[fluorescence artefact?], ERb coact inh 4, HIV Rev-RRE inh 7, Plk1 PBD FP 0, FAK blocker -2 and ERa SRC1 inh -4.
For CCOc1ccc(NC(=O)C2CCCN(S(=O)(=O)c3c(C)nn(C)c3C)C2)cc1 (stereo not drawn) the results were Mac1 fbg inh 4, PLK1 kinase inh 27, Mac1 fbg enh -4, ERa coact pot 129, ERb coact inh -11[fluorescence artefact?], HIV Rev-RRE inh 0, Plk1 PBD FP 12, FAK blocker -1 and ERa SRC1 inh -10.
CCN(CC)C(=O)CSc1nnc(-c2cccnc2)n1CCc1ccccc1 was read as PLK1 kinase inh -8, ERa coact pot 110, ERb coact inh 17, HIV Rev-RRE inh 1, Plk1 PBD FP -15, FAK blocker 1 and ERa SRC1 inh 21.
COc1ccc(-c2cc(O)cc(O)c2)cc1 was read as Mac1 fbg inh -27, PLK1 kinase inh -11, Mac1 fbg enh 0, ERa coact pot 100, ERb coact inh 5[fluorescence artefact?], HIV Rev-RRE inh 10, Plk1 PBD FP 12, FAK blocker 4 and ERa SRC1 inh -28[fluorescence artefact?].
Screening Cc1c(C=O)c(C=O)c(C)n1Cc1ccccc1 returned Mac1 fbg inh 24, PLK1 kinase inh 0, Mac1 fbg enh 4, ERa coact pot 82, ERb coact inh -1, HIV Rev-RRE inh 6, Plk1 PBD FP -12, FAK blocker 0 and ERa SRC1 inh -1.
`CC(C)(C)c1ccc(C(=O)CSc2ncn[nH]2)cc1` gave Mac1 fbg inh -24, PLK1 kinase inh -8, Mac1 fbg enh 4, ERa coact pot 95, ERb coact inh -6, HIV Rev-RRE inh 1, Plk1 PBD FP 6, FAK blocker -3 and ERa SRC1 inh 0.
For Cc1noc(NC(=O)c2ccccc2Cl)c1C#N the results were Mac1 fbg inh -5, PLK1 kinase inh -9, Mac1 fbg enh -6, HIV Rev-RRE inh 10, Plk1 PBD FP 0 and FAK blocker -1.
Screening O=c1[nH]c2cc(Cl)ccc2n1-c1ccccc1 returned Mac1 fbg inh -1, PLK1 kinase inh 0, Mac1 fbg enh -2, ERa coact pot 104, ERb coact inh -11[fluorescence artefact?], HIV Rev-RRE inh 0, Plk1 PBD FP -6, FAK blocker 1 and ERa SRC1 inh -19.
CC(C)(C)C(=O)NC(=S)Nc1ccccc1C(=O)Nc1ccccc1 was read as Mac1 fbg inh 6, PLK1 kinase inh -19, Mac1 fbg enh 2, HIV Rev-RRE inh 1, Plk1 PBD FP 10 and FAK blocker 2.
Screening C=C1C2(C(=O)Nc3nccs3)CCC(C2)C1(C)C (stereo not drawn) returned Mac1 fbg inh 17, PLK1 kinase inh -4, Mac1 fbg enh -1, ERa coact pot 100, ERb coact inh -1, HIV Rev-RRE inh -2, Plk1 PBD FP -32, FAK blocker 3 and ERa SRC1 inh -1[fluorescence artefact?].
For Cc1ccc(/C=C/C(=O)c2nc3ccccc3[nH]2)cc1 the results were PLK1 kinase inh -14, HIV Rev-RRE inh 5, Plk1 PBD FP 13 and FAK blocker 4.
For CCOc1ccccc1C(=O)NC1CCN(Cc2nnnn2C2CCCC2)CC1 the results were Mac1 fbg inh 4, PLK1 kinase inh -3, Mac1 fbg enh 70, ERa coact pot 112, ERb coact inh -2, HIV Rev-RRE inh 5, Plk1 PBD FP 11, FAK blocker 2 and ERa SRC1 inh 11[fluorescence artefact?].
For COc1ccc(S(=O)(=O)CCC(=O)NCCc2ccc(C)cc2)cc1 the results were Mac1 fbg inh 0, PLK1 kinase inh -11, Mac1 fbg enh 3, ERa coact pot 109[fluorescence artefact?], ERb coact inh 5[fluorescence artefact?], HIV Rev-RRE inh 1, Plk1 PBD FP -17, FAK blocker -3 and ERa SRC1 inh 10[fluorescence artefact?].
CC1CN(c2nc3c(c(=O)n(Cc4ccc(Cl)cc4)c(=O)n3C)n2C)CC(C)O1 (stereo not drawn) was read as Mac1 fbg inh -5, PLK1 kinase inh -14, Mac1 fbg enh -5, ERa coact pot 129, ERb coact inh -2[fluorescence artefact?], HIV Rev-RRE inh 9, Plk1 PBD FP 10, FAK blocker 4 and ERa SRC1 inh 2.
For CC(CN1CCCCC1)OC(=O)c1ccc2c(c1)OCO2 (stereo not drawn) the results were Mac1 fbg inh -10, PLK1 kinase inh 7, Mac1 fbg enh -1, ERa coact pot 108, ERb coact inh -11[fluorescence artefact?], HIV Rev-RRE inh 9, Plk1 PBD FP 5, FAK blocker -2 and ERa SRC1 inh 10.
For Cc1ccc(S(=O)(=O)NCC(=O)N(CC(=O)NC(C)(C)C)Cc2cccs2)cc1 the results were Mac1 fbg inh 31, PLK1 kinase inh -10, Mac1 fbg enh -2, ERa coact pot 106, ERb coact inh 3[fluorescence artefact?], HIV Rev-RRE inh 0, Plk1 PBD FP 14, FAK blocker -2 and ERa SRC1 inh 15[fluorescence artefact?].
Screening CCn1c(=O)c(NC(=O)c2ccccc2)c2n(c1=S)CCCCC2 returned Mac1 fbg inh 3, PLK1 kinase inh -12, Mac1 fbg enh -3, HIV Rev-RRE inh 5, Plk1 PBD FP -23 and FAK blocker -2.
For CCOc1ccccc1NC(=O)c1ccccc1N(C)S(C)(=O)=O the results were Mac1 fbg inh 11, PLK1 kinase inh 11, Mac1 fbg enh -1, ERa coact pot 123, ERb coact inh -6[fluorescence artefact?], HIV Rev-RRE inh -6, Plk1 PBD FP 15, FAK blocker 0 and ERa SRC1 inh -10.
Cc1ccc(C)c(N2CCN(C(=O)CCCOc3cc(=O)n(C)c4ccccc34)CC2)c1 was read as Mac1 fbg inh 3, PLK1 kinase inh -8, Mac1 fbg enh 0, ERa coact pot 93, ERb coact inh -7, HIV Rev-RRE inh 1, Plk1 PBD FP 23, FAK blocker 1 and ERa SRC1 inh 4.
Cc1nc2ccccn2c1C(=O)CSc1ccccc1Cl was read as PLK1 kinase inh -8, HIV Rev-RRE inh 9, Plk1 PBD FP -26 and FAK blocker 6.
For CCCCCCCCC(=O)NC(NC(=S)N1CCOCC1)C(Cl)(Cl)Cl (stereo not drawn) the results were PLK1 kinase inh -14, ERa coact pot 112, ERb coact inh -3, HIV Rev-RRE inh -1, Plk1 PBD FP 2, FAK blocker 0 and ERa SRC1 inh 8.
`CCOc1ccccc1NC(=O)CN(C)S(=O)(=O)c1ccc(OC)c(C)c1` gave Mac1 fbg inh 27, PLK1 kinase inh -6, Mac1 fbg enh 4, ERa coact pot 92, ERb coact inh -5, HIV Rev-RRE inh 7, Plk1 PBD FP 17, FAK blocker -11 and ERa SRC1 inh -2.
For Cc1cc(N2CCC(N(C)C3CCCC3)CC2)nc2cc(O)ccc12 the results were Mac1 fbg inh -6, Mac1 fbg enh 10, ERa coact pot 46[fluorescence artefact?], ERb coact inh 23[fluorescence artefact?] and ERa SRC1 inh 31[fluorescence artefact?].
`OC(CSc1ccccc1Cl)CN1CCN(c2ccc(F)cc2)CC1` (stereo not drawn) gave Mac1 fbg inh -4, PLK1 kinase inh -9, Mac1 fbg enh 0, HIV Rev-RRE inh 9, Plk1 PBD FP -24 and FAK blocker -1.
For CC(C)C(=O)NC(=S)Nc1ccccn1 the results were Mac1 fbg inh 10, PLK1 kinase inh -6, Mac1 fbg enh 0, HIV Rev-RRE inh 5, Plk1 PBD FP -5 and FAK blocker 9.
`COc1cc(S(=O)(=O)N2CCN(Cc3ccc4c(c3)OCO4)CC2)c(C)cc1C` gave Mac1 fbg inh 27, Mac1 fbg enh -1, ERa coact pot 109, ERb coact inh -10 and ERa SRC1 inh -1.
`CC1CCN(Cc2ccc(-c3nn[nH]n3)cc2)CC1` gave Mac1 fbg inh -15, PLK1 kinase inh -4, Mac1 fbg enh 4, ERa coact pot 99[fluorescence artefact?], ERb coact inh -14, HIV Rev-RRE inh -1, Plk1 PBD FP 18, FAK blocker -5 and ERa SRC1 inh -7.

Grouped by structure, the compounds so far with an NH in an aromatic ring.
Cc1[nH]c(C)c(C(=O)O)c1CNC1CCCCC1C (stereo not drawn) was read as Mac1 fbg inh -9, Mac1 fbg enh -6, ERa coact pot 122, ERb coact inh -4 and ERa SRC1 inh -5.
`CC(C)(C)c1ccc(C(=O)CSc2ncn[nH]2)cc1` gave Mac1 fbg inh -24, PLK1 kinase inh -8, Mac1 fbg enh 4, ERa coact pot 95, ERb coact inh -6, HIV Rev-RRE inh 1, Plk1 PBD FP 6, FAK blocker -3 and ERa SRC1 inh 0.
Screening O=c1[nH]c2cc(Cl)ccc2n1-c1ccccc1 returned Mac1 fbg inh -1, PLK1 kinase inh 0, Mac1 fbg enh -2, ERa coact pot 104, ERb coact inh -11[fluorescence artefact?], HIV Rev-RRE inh 0, Plk1 PBD FP -6, FAK blocker 1 and ERa SRC1 inh -19.
For Cc1ccc(/C=C/C(=O)c2nc3ccccc3[nH]2)cc1 the results were PLK1 kinase inh -14, HIV Rev-RRE inh 5, Plk1 PBD FP 13 and FAK blocker 4.
`CC1CCN(Cc2ccc(-c3nn[nH]n3)cc2)CC1` gave Mac1 fbg inh -15, PLK1 kinase inh -4, Mac1 fbg enh 4, ERa coact pot 99[fluorescence artefact?], ERb coact inh -14, HIV Rev-RRE inh -1, Plk1 PBD FP 18, FAK blocker -5 and ERa SRC1 inh -7.

Bioassay records as filed in PubChem.
